UBC13 inh: inhibitors of human UBC13 polyubiquitin chain formation; AID 485273; TR-FRET; inhibition, % at 20 µM; 330,000 compounds, 0.47% hits; in the data active means inhibition above about 45%, passing the limit was not always enough; inconclusive means no clear call, values can overlap the other calls
SENP1 FRET inh: SENP1 (human) catalytic domain inhibition; recombinant SENP1 catalytic domain, CyPet-SUMO1-YPet FRET cleavage; inhibition, % at 10 µM; 360,000 compounds, 0.21% hits; AID 624204;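 active means inhibition at least 30% at 10 µM, raw YFP signal under a set limit, fluorescence ratio 0.5 to 1.5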;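 further: 0% = enzyme with DMSO and 100% = no enzyme wells; some results filed as inactive read as strong as hits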
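System: Recombinant human SENP1 catalytic domain, His6-tagged | Incubation: Enzyme reaction for 50 min at room temperature, dark | Medium: Tris pH 8 with BME, BSA, NP40 and catalase | Also added: 25 nM SUMO1 FRET substrate | Compound: 10 µM single point, 0.5% DMSO | Measured by: FRET fluorescence in CFP and YFP emission channels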
A3G deaminase: inhibitors of human APOBEC3G DNA deaminase | recombinant A3G, ssDNA deamination FAM/TAMRA fluorescence | 330,000 compounds, 0.28% hits | inhibition, % at 20 µM | Q9HC16;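 active means inhibition of at least 40% at 20 µM, with no more than 30% in the related APOBEC3A deaminase screen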;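 further: plate controls were DMSO wells with A3G for no effect and wells lacking A3G enzyme for full effect; some compounds called inactive have numbers as strong as hits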
SENP6 inh: blocks the human protease SENP6. Recombinant SENP6 catalytic domain, aminoluciferin luminescence. AID 2599. inhibition, % at 10 µM. Q9GZR1. 330,000 compounds, 1.8% hits;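 active means inhibition above about 50% at the single tested dose, limit read from the data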;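 further: plate controls were DMSO wells with enzyme for no effect and DMSO wells lacking enzyme for full effect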
Target sequence (Q9GZR1 628-1112 limits assumed): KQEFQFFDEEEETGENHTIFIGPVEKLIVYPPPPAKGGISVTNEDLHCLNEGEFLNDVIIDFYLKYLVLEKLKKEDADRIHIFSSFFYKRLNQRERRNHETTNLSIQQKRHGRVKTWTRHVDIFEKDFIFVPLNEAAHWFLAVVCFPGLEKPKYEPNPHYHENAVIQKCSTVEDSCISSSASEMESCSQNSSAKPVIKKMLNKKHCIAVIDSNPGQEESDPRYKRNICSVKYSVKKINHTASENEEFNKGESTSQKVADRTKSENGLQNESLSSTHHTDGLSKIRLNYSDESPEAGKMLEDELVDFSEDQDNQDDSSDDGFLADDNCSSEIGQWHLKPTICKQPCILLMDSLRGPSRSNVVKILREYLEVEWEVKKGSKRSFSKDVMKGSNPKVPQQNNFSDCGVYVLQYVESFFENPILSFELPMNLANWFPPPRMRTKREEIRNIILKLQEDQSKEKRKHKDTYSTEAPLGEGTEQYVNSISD
SENP8 block-1: blocks human SENP8 cleavage of Nedd8 substrate | recombinant SENP8, Nedd8 substrate fluorescence | inhibition, % at 20 µM | 360,000 compounds, 0.64% hits | AID 602440; in the data active means inhibition mostly above about 40%, no sharp cut-off; inactive means mostly below about 27%
Target sequence (Q96LD8 whole entry, looked up): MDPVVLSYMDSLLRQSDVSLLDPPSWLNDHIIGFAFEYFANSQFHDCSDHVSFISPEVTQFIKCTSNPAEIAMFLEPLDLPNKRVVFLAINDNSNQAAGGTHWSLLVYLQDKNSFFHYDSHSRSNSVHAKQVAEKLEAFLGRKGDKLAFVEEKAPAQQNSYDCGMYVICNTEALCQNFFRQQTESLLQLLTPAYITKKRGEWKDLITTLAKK
SENP7 block: blocks the human protease SENP7; recombinant SENP7, Z-RLRGG-aminoluciferin luminescence, 40 min; inhibition, % at 5 µM; 330,000 compounds, 1.5% hits;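 active means inhibition above about 50% at the single test dose, limit read from the data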;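 further: plate controls were DMSO with enzyme for no effect and no enzyme buffer wells for full effect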
Target sequence (Q9BQF6 706-1050 limits assumed): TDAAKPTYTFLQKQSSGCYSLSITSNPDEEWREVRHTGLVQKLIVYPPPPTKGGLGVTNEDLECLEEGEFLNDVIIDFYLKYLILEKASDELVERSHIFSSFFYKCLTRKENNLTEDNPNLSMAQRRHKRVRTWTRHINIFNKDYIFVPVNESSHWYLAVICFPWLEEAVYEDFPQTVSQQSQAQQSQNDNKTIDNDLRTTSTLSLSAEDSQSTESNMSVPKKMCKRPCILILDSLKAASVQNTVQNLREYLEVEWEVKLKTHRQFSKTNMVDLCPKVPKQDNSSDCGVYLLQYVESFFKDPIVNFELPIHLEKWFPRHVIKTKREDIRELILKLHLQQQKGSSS
SENP8 block-2: SENP8 protease inhibition. 330,000 compounds, 1.2% hits. Q96LD8. AID 2540. purified SENP8, Z-RLRGG-aminoluciferin cleavage, luminescence. inhibition, % at 10 µM; in the data active means inhibition above about 50%
Apaf1 inhib: inhibitors of human Apaf-1 apoptosome; O14727; reconstituted apoptosome caspase-3 activity, DEVD-Rh110 fluorescence; inhibition, % at 20 µM; 330,000 compounds, 0.71% hits; AID 489030; active means inhibition of at least 40% at 20 µM;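 further: plate controls were DMSO wells for no effect and DEVD-CHO caspase inhibitor wells for full effect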
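Material: biochemical Apaf-1 apoptosome reconstitution. Medium: Hepes buffer, pH 7.5. Also added: cytochrome c activation, bis-DEVD rhodamine 110 substrate. Timing: 30 min compound preincubation, 50 min activation, room temperature. Measured by: rhodamine 110 fluorescence at Ex 480/Em 540 nm.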
* = called active by the depositor; ? = inconclusive. Random draw from the library; any-hit rate near 3.6%.

Screens in order: UBC13 inh	SENP1 FRET inh	A3G deaminase	SENP6 inh	SENP8 block-1	SENP7 block	SENP8 block-2	Apaf1 inhib
> O=C(Nc1ccccc1C(=O)NC1CCCCC1)c1ccco1
  1.3	-0.8	-4.0	-2.3	-9.6	4.7	0.2	0.8
> Cc1cccc(N2C(S)=C(C#N)C(=O)NC2c2ccco2)c1 (configuration not stated)
  2.8	-15.1	-9.2	-4.9	-49.5	9.1	-5.2	7.8
> CO/N=C/C(c1ccc(Cl)nc1)S(=O)(=O)c1ccccc1 (configuration not stated)
  7.2	1.5	-8.1	-5.8	12.6	6.2	-1.3	-0.5
> CCN(CC)c1ccc(/C=N/NC(=O)c2nnn(-c3nonc3N)c2C(C)C)c(O)c1
  -15.3	-37.3	-4.5	8.7	-387.3	6.2	3.2	12.7
> Cc1ccc(C(=O)SC2=NCCS2)cc1
  6.0	1.1	-6.0	-47.7	31.3	-7.3	-5.1	-7.6
> C[C@H]1CN([C@@H](C)CO)C(=O)c2cccc(NC(=O)C3CC3)c2O[C@H]1CN(C)S(=O)(=O)c1cccs1
  -2.1	-0.8	-1.6	35.9	0.2	7.9	2.5	5.2
> Cc1cc(Cl)ccc1NC(=O)C1CCN(S(C)(=O)=O)CC1
  7.5	2.3	-4.3	12.8	8.5	11.8	-1.6	-7.9
> Cc1cccc(NC(=O)Nc2ccc(S(N)(=O)=O)cc2)c1
  8.0	0.7	-5.0	-12.4	29.8	-2.1	-6.5	-19.1
> O=C(CSc1nnc(-c2cccnc2)n1Cc1ccco1)N1c2ccccc2Sc2ccccc21
  1.9	-4.8	-5.4	5.4	12.3	0.1	-7.4	17.0
> COc1ccc(OCC(=O)Nc2ccncc2)cc1
  -6.1	1.4	6.6	4.0	9.3	2.5	-0.6	3.0
> COc1ccccc1N1CCN(C(=O)COc2ccc(Cl)cc2)CC1
  -17.5	1.5	-1.2	-7.1	13.1	-7.4	1.0	19.2
> CC(Nc1cc(N2CCCC2)ccc1[N+](=O)[O-])c1ccccc1 (configuration not stated)
  -26.8	1.7	-7.3	6.7	45.3*	1.1	-1.9	18.4
> Brc1cccc(CN2CCCCCC2)c1
  1.5	1.3	-4.8	13.0	19.0	1.8	2.5	-8.0
> CCN(CC)c1ncnc2scc(C3COc4ccccc4O3)c12 (configuration not stated)
  -0.5	0.2	-1.1	-18.8	6.6	-2.8	-7.7	13.7
> O=C(CN1C(=O)c2cccnc2Oc2ccc(Cl)cc21)N1CCOCC1
  -3.9	0.7	-0.9	2.8	7.0	-6.0	-0.8	8.7
> COc1cccc(N2CCN(C(=O)c3oc4ccccc4c3NC(=O)CCc3cc(OC)no3)CC2)c1
  4.1	3.2	-6.1	-5.9	-13.8	-1.6	-7.3	13.4
> CCN(c1ccccc1)S(=O)(=O)c1ccc2c(c1)CC(C)N2C(=O)C1CC1 (configuration not stated)
  -4.9	2.1	-6.8	-14.3	3.8	7.7	-5.4	4.7
> N#CCSc1nc2ccccc2c(=O)n1CCCC(=O)NCc1ccco1
  2.4	2.0	10.7	-1.2	11.5	11.3	-0.5	-2.2
> Cn1ncc(Br)c1N1C(=O)CCC1=O
  -3.3	-1.8	2.8	-9.0	-0.8	-1.6	-2.8	-17.7
> O=C(CCc1ccc(S(=O)(=O)N2CCOCC2)cc1)N/N=C/c1ccc(F)cc1F
  5.1	1.1	-5.4	8.4	11.1	-2.7	-0.5	10.0
> CCn1c2ccccc2c2cc(Nc3cc(C)nc4ncnn34)ccc21
  2.3	4.8	1.2	-2.7	-9.0	-1.7	-7.9	27.0
> CCN(CC(=O)Nc1ccc2c(c1)OCCO2)C(=O)/C=C/c1ccc([N+](=O)[O-])cc1
  -9.9	1.1	-3.8	-1.9	19.1	-3.1	-0.6	-9.4
> O=S(=O)(Nc1cccc(Oc2cnccn2)c1)c1ccc(F)cc1
  -1.9	-0.2	5.1	9.7	8.4	-5.7	-3.2	15.9
> CC(C)CNC(=O)c1cc(-c2ccco2)on1
  0.0	-1.4	0.3	-19.4	3.7	-4.3	-0.9	-8.0
> NC(=O)NCc1ccccc1Cl
  -6.5	2.6	-2.0	-10.5	9.7	-1.9	-8.8	-2.7
> Cc1ccc(CCNS(=O)(=O)c2ccc(C)cc2)cc1
  7.4	2.1	-3.6	1.7	9.7	2.3	0.4	7.1
> CCOC(=O)CN(C(=O)CSc1nnnn1C)c1ccccc1
  -6.8	-0.5	2.2	-1.5	9.9	4.4	7.5	-1.3
> Cc1ccccc1OCCC(=O)N1CCN(S(=O)(=O)c2ccc(Br)cc2)CC1
  1.0	2.2	2.6	-16.4	15.8	-2.6	-1.3	27.4
> O=C(Cn1cc([N+](=O)[O-])cn1)Nc1cccnc1
  8.0	0.0	-6.7	-6.1	-0.1	8.3	-6.4	-8.2
> O=C(c1cnc2n(c1=O)CCS2)N1CCN(c2ccc([N+](=O)[O-])cc2)CC1
  -26.7	3.1	-4.4	-15.9	9.4	-6.8	-11.8	9.6
> Cc1c(C(=O)OCC(=O)N2CC(C)OC(C)C2)oc2ccc(Br)cc12 (configuration not stated)
  4.9	0.7	-6.8	-19.5	14.0	5.6	-7.0	11.6
> COc1ccc(C2=NN(c3nc(C)cc(C)n3)C(=O)C2)cc1
  -4.2	0.5	-4.4	36.0	26.6	5.2	4.5	29.5
> COC(=O)C1CCN(C(=O)COC(=O)CNS(=O)(=O)c2ccc(SC)c([N+](=O)[O-])c2)CC1
  -3.1	2.3	-0.9	-12.9	8.7	9.0	-6.3	0.2
> COc1ccc(NCc2cc(=O)[nH]c3ccccc23)cc1
  -8.8	0.2	11.3	-0.5	5.3	-8.4	-1.8	19.6
> CCOC(=O)C1CC(c2ccc(Cl)cc2)=NNC1=O (configuration not stated)
  -3.2	-2.3	-1.0	-3.1	14.1	-7.2	1.8	-3.6
> CCOCCCNc1ccc(N2C(=O)C3CCCCC3C2=O)cc1[N+](=O)[O-] (configuration not stated)
  -15.5	4.4	-5.0	-17.9	20.6	-0.5	1.3	-6.7
> CC(=O)N1CCN(S(=O)(=O)c2ccc(S(=O)(=O)NCC(C)C)cc2)CC1
  5.8	4.1	-6.8	-2.2	32.7	2.2	0.0	-8.9
> Cc1ncc([N+](=O)[O-])n1CCOC(=O)C12CC3CC(CC(C3)C1)C2
  -8.0	-0.6	-3.5	14.2	11.1	0.8	-3.3	3.4
> N#Cc1c(-c2ccccc2)cc2nc3ccccc3n2c1N
  ?	-90.3	-6.2	-9.0	-395.4	-16.5	-17.5	11.4
> O=C(CN1C(=O)C2CC=CCC2C1=O)OCCN1C(=O)c2ccccc2C1=O (configuration not stated)
  -10.1	0.9	-5.1	-7.2	18.3	-1.8	-10.2	8.7
> CC(C)c1ccc(C(C(=O)NC2CCCCC2)N(C(=O)c2ccccn2)c2cccnc2)cc1 (configuration not stated)
  -0.5	1.1	-4.3	-0.2	16.7	0.1	-0.7	8.0
> O=C(COc1ccc(S(=O)(=O)NCc2ccccc2)cc1Cl)NCC1CCCO1 (configuration not stated)
  -1.2	1.1	-9.3	-11.7	8.8	-1.5	-5.5	-2.7
> CCCCCCCC1c2c(c(C)c(C)oc2=O)Oc2c(C)c(C)oc(=O)c21
  -1.1	-0.7	-4.4	2.0	6.8	3.3	0.0	8.8
> CN(Cc1ccccc1)C(=O)c1ncn(C)c1C(=O)N(C)Cc1ccccc1
  -2.2	2.3	13.9	-13.7	1.7	-2.0	-5.9	5.0
> Cc1cccc(N2CCN(C(=O)c3ccc(CS(=O)(=O)c4ccccc4C)o3)CC2C)c1 (configuration not stated)
  7.0	1.0	-2.9	9.7	14.5	4.3	9.8	25.2
> OC(COc1c(F)cc(Br)cc1F)CN1CCc2ccccc2C1 (configuration not stated)
  3.4	0.2	-5.3	-13.6	7.4	-9.1	-16.9	14.6
> NC(=O)c1cc(C(=O)Cc2ccc(Cl)cc2)c[nH]1
  -4.4	2.2	1.0	-20.1	22.9	5.4	7.3	5.8
> CCN1C(=O)c2cccc3c(Cl)ccc1c23
  8.6	-26.8	-12.6	12.4	-72.4	-2.5	5.4	0.3
> Clc1cc(-c2ccccc2)nc(-c2ccccc2)n1
  -2.4	1.0	-2.4	0.6	0.6	-2.0	2.9	23.9
> O=C(NCc1nc2ccccc2[nH]1)c1ccc(S(=O)(=O)N2CCOCC2)cc1
  -11.6	2.8	-3.6	-29.1	7.7	-1.5	-9.0	6.9
> CC(=O)NC(CC(=O)NC(C)c1ccc(Cl)cc1Cl)c1ccccc1 (configuration not stated)
  -11.1	-0.1	0.3	-1.5	21.0	-9.5	-5.9	6.5
> O=C1CC(C(=O)N(c2ccccc2)C(C(=O)NC2CCCC2)c2ccncc2)CS1 (configuration not stated)
  2.9	0.6	-5.9	5.0	10.4	-2.2	-3.4	-9.5
> CCOc1ccc(CN(C)C(=O)c2ccc(NS(=O)(=O)c3ccc4[nH]c(=O)[nH]c4c3)cc2)cc1
  -1.3	3.5	3.2	-8.0	5.2	3.5	-7.9	7.4
> Cc1nc(NCCCn2ccnc2)c2oc3ccccc3c2n1
  -5.6	0.0	-1.1	-2.2	9.6	-8.5	3.2	6.2
> O=C(NCCc1ccccc1)C1CC(=O)N(C2CCCCCC2)C1 (configuration not stated)
  -0.7	-2.0	-8.1	-6.7	10.5	-10.4	-10.5	-7.4
> Cc1ccc(S(=O)(=O)NCCCCCC(=O)NC(C)(C)CO)cc1
  -5.2	0.2	2.5	-6.2	15.2	-3.9	-8.6	10.9
> Cc1ccc(C(=O)CCC(=O)Nc2ncccc2O)cc1
  -6.3	-1.0	-7.9	-10.6	5.6	2.3	1.1	-1.5
> CCOc1ncccc1C(=O)OCC(=O)c1ccccc1Br
  -11.5	3.3	-8.4	-0.4	8.6	14.4	8.4	6.9
> COc1cc(/C=N/NC(=O)c2cc(C)oc2C)cc(OC)c1OC
  -4.3	0.2	-8.5	-7.7	-7.6	-6.7	-10.3	2.1
> CCN(CC)CCNC(=O)CCn1nc(-c2ccc(Cl)cc2)ccc1=O
  1.3	1.0	-1.4	-16.0	13.0	3.9	-3.3	5.7
> C=CCc1cccc2cc(C(=O)N3CCN(C(=O)OCC)CC3)c(=O)oc12
  0.5	2.3	-7.4	6.1	7.7	0.0	5.2	-4.8

Record cards, from the list above. Order of screens: UBC13 inh, SENP1 FRET inh, A3G deaminase, SENP6 inh, SENP8 block-1, SENP7 block, SENP8 block-2, Apaf1 inhib
Results for Cc1c(C(=O)OCC(=O)N2CC(C)OC(C)C2)oc2ccc(Br)cc12 (configuration not stated) → 4.9, 0.7, -6.8, -19.5, 14.0, 5.6, -7.0, 11.6
Results for Cc1ccc(S(=O)(=O)NCCCCCC(=O)NC(C)(C)CO)cc1 → -5.2, 0.2, 2.5, -6.2, 15.2, -3.9, -8.6, 10.9
Results for O=C(NCCc1ccccc1)C1CC(=O)N(C2CCCCCC2)C1 (configuration not stated) → -0.7, -2.0, -8.1, -6.7, 10.5, -10.4, -10.5, -7.4

Ordered by the number under SENP8 block-1 (low to high): some entries from above
Compound	UBC13 inh	SENP1 FRET inh	A3G deaminase	SENP6 inh	SENP8 block-1	SENP7 block
O=C(Nc1ccccc1C(=O)NC1CCCCC1)c1ccco1	1.3	-0.8	-4.0	-2.3	-9.6	4.7
CCN(CC)c1ncnc2scc(C3COc4ccccc4O3)c12 (configuration not stated)	-0.5	0.2	-1.1	-18.8	6.6	-2.8
C=CCc1cccc2cc(C(=O)N3CCN(C(=O)OCC)CC3)c(=O)oc12	0.5	2.3	-7.4	6.1	7.7	0.0
O=C(CSc1nnc(-c2cccnc2)n1Cc1ccco1)N1c2ccccc2Sc2ccccc21	1.9	-4.8	-5.4	5.4	12.3	0.1
